MPTP inh = blocks calcium-induced mitochondrial swelling; isolated mouse mitochondria, Ca2+ swelling absorbance, 30 min; inhibition, % at 10 µM; 1.4% of 360,000 active; AID 602449;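 active means inhibition of 50% or more, scaled per plate between neutral and stimulator controls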;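 further: 0% = DMSO wells given calcium and 100% = 1 mM EGTA wells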
mIAP block = blocks mouse intestinal alkaline phosphatase | purified mouse IAP, CDP-Star luminescence, 30 min | inhibition, % at 10 µM | 0.2% of 330,000 active;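 active means inhibition of at least 40% at 10 µM in the primary screen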;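 further: plate controls were DMSO with enzyme for no effect and no enzyme wells for full effect; values of inactives mirror those of a sister screen read the other way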
ATG4B inh = inhibitors of human ATG4B cysteine protease; ATG4B cleavage of LC3-PLA2, NBD-HPC fluorescence, 1 h; inhibition, % at 8.33 µM; 0.51% of 340,000 active; in the data active means inhibition above about 40%
Target sequence (Q9Y4P1 whole entry, looked up): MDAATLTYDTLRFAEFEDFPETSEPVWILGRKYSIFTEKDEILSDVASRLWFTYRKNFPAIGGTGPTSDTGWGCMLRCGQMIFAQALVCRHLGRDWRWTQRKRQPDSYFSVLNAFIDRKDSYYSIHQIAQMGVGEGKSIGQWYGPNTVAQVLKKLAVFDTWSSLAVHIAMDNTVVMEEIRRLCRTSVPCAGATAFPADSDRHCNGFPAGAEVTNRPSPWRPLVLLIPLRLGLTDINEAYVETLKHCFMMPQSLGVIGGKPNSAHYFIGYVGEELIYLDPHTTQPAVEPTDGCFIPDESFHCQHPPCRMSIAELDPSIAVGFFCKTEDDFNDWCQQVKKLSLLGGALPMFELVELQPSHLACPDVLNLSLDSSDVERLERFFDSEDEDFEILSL
A3G deaminase = APOBEC3G (human) deaminase inhibition. 0.28% of 330,000 active. inhibition, % at 20 µM. recombinant A3G, ssDNA deamination FAM/TAMRA fluorescence. AID 493012. Q9HC16;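 active means inhibition of at least 40% at 20 µM, with no more than 30% in the related APOBEC3A deaminase screen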;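 further: plate controls were DMSO wells with A3G for no effect and wells lacking A3G enzyme for full effect; some compounds called inactive have numbers as strong as hits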
Target sequence (Q9HC16 whole entry, looked up): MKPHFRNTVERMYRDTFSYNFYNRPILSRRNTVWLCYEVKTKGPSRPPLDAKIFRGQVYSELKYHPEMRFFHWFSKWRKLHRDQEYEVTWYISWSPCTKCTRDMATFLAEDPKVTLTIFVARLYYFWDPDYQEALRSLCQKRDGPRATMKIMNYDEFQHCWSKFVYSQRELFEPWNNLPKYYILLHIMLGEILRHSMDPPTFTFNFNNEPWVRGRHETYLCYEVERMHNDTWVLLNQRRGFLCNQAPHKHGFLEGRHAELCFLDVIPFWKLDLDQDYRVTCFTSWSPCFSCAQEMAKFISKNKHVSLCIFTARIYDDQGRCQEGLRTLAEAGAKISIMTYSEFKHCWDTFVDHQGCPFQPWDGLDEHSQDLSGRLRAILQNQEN
APOBEC3A inh = human APOBEC3A DNA deaminase inhibition. 0.41% of 330,000 active. inhibition, % at 20 µM. P31941. recombinant A3A, FAM/TAMRA ssDNA deamination fluorescence;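 active means at least 40% inhibition at 20 µM here, with at most 30% in a related deaminase screen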;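 further: plate controls were A3A with DMSO for no effect and wells lacking A3A enzyme for full effect; some results filed as inactive read as strong as hits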
Target sequence (P31941 whole entry, looked up): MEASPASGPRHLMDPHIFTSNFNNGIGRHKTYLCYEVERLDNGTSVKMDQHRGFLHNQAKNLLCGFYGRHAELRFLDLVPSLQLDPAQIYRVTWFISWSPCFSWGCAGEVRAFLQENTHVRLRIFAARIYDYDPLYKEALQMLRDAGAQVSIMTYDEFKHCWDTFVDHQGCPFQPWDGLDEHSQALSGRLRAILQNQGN
hIAP activ = human IAP activation; P09923; purified human IAP, CDP-Star luminescence, 30 min; active compounds read high; 1 = vehicle-only enzyme, 0 = enzyme-free background; activation factor at 10 µM; 0.16% of 330,000 active;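 active means activation factor of the enzyme at least 2-fold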; further: the source names both 10 and 20 µM as test concentration; values of inactives mirror those of a sister screen read the other way
beta cell repl = induces beta-cell replication in MIN6 cells; 0.29% of 330,000 active; MIN6 cells proliferation, ATPlite luminescence, 48 h; cells starved in 0.2% serum; 100% = growth in 10% serum; AID 2380; proliferation, % at 10 µM;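 active means compounds whose signal lies at least 3.5 SD above the mean of all wells on their plate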;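 further: 0% = DMSO-treated cells in low-serum medium and 100% = 10% serum control; some compounds called inactive have numbers as strong as hits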
mIAP act = increases mouse intestinal alkaline phosphatase activity | muIAP, CDP-Star luminescence, 30 min; active compounds read high; 1 = vehicle-only enzyme signal, 0 = enzyme-free wells | 0.24% of 330,000 active | activation factor at 10 µM;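 active means activation factor of at least 2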; further: the source names both 10 and 20 µM as test concentration; values of inactives mirror those of a sister screen read the other way
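Assay system: mouse IAP enzyme; reagent: chemiluminescent substrate CDP-Star; dosing: test compounds delivered from DMSO solution; schedule: 30 min at room temperature; measured by: luminescence from enzymatic CDP-Star hydrolysis; controls: DMSO-only wells and no-enzyme negative control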
hIAP inh = human IAP inhibition; purified IAP, CDP-Star luminescence, 30 min; inhibition, % at 10 µM; P09923; 0.12% of 330,000 active;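 active means inhibition reaching a set limit with compound at 10 µM in the primary screen, cut at about 35% in these data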;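 further: plate controls were DMSO wells with enzyme for no effect and no-enzyme buffer wells for full effect; values of inactives mirror those of a sister screen read the other way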
Numbers without * were called inactive; i = inactive. The order is random; any-hit rate near 3.3%.

SMILES	MPTP inh	mIAP block	ATG4B inh	A3G deaminase	APOBEC3A inh	hIAP activ	beta cell repl	mIAP act	hIAP inh
COc1ccc2[nH]c(=O)c(CN(Cc3cccs3)Cc3nnnn3C(C)(C)C)cc2c1	-0.9	17	-7	-3	-3	0.8	-3	0.83	20
COC(=O)c1cc(COc2ccc3oc(C)c(C(=O)OC)c3c2)c(C)o1	3.6	6	32	-5	1	1	-1	0.94	-1
O=c1c2ccccc2nnn1Cc1ccc(F)cc1	1.2	3	5	-14	-3	0.94	-1	0.97	6
CCc1ccc(-c2nnn(CCC(=O)OC)n2)cc1	-3.9	4	-7	-4	6	1	3	0.95	0
CS(=O)(=O)N1CCN(C(=O)Cc2cccs2)CC1	-2.0	-3	-2	-3	1	1.1	-3	1	-10
CCN(CC(=O)N1CCC(C)CC1)S(=O)(=O)c1ccc(C)cc1	1.2	-11	10	9	1	0.75	2	1.1	25
Cc1cccc(C)c1NC(=O)C(NC=O)c1ccccc1Cl (stereo not drawn)	-1.6	-1	-11	-4	6	1.3	-4	1	-26
CSc1ncccc1C(=O)NCC(c1cccs1)N1CCOCC1 (stereo not drawn)	-0.6	8	2	-13	-5	1	-2	0.92	0
NS(=O)(=O)c1ccc(N/N=C/c2ccc(O)cc2O)c([N+](=O)[O-])c1	5.3	20	-5	0	5	0.78	-1	0.8	22
COCCNC(=O)/C(C#N)=C/c1cccs1	-0.2	9	-7	-1	-3	0.86	0	0.91	14
CC(=O)Cc1nsc(NC(=O)c2ccc(COc3cccc(C)c3)o2)n1	2.2	8	-9	-6	-1	1.1	0	0.92	-6
Cc1ccc(-c2nc(CS(=O)CC(=O)NCCN3CCCC3)c(C)o2)cc1 (stereo not drawn)	-0.2	-4	16	1	1	0.89	6	1	11
NS(=O)(=O)c1ccc(NC(=O)CN2CCCc3ccccc32)cc1	2.3	2	-5	-7	-8	1.1	1	0.98	-6
O=c1c(F)cn(C2CCCO2)c(=O)n1Cc1ccccc1Cl (stereo not drawn)	-1.3	-1	-7	-6	-5	1.4	-2	1	-36
CCOC(=O)C1CCCN(Cc2cn[nH]c2-c2ccc(F)cc2F)C1 (stereo not drawn)	1.6	-5	-7	-4	2	0.99	-3	1.1	1
c1ccc(-c2nn3c(C4CCCCC4)nnc3s2)cc1	-0.5	8	-4	2	3	1	4	0.92	-2
O=C(NCc1ccccc1)c1ccc(CS(=O)(=O)c2ccccc2)o1	-0.9	-4	-1	-2	2	0.95	0	1	5
Cc1ccc(-n2nc3c(=O)n(CC(=O)NCCc4ccc(Cl)cc4)nc(C)c3c2C)cc1	-0.5	-4	0	1	1	0.93	-7	1	7
CCOC(=O)c1ccc(N2CCN(c3ccccc3F)CC2)c(NC(=O)Nc2ccccc2)c1	96*	i	2	-3	-1	1.4	-3	6.6*	-42
O=C(Nc1ccccc1N1CCCC1)C1CCN(S(=O)(=O)c2cccc(C(F)(F)F)c2)CC1	-0.7	-1	10	-7	1	0.98	-2	1	2
COc1ccc(NC(=O)c2c(NC(=O)CNCC(C)C)sc3c2CCC3)c(OC)c1	0.2	10	-10	0	-1	1.3	-2	0.9	-26
Cc1cc(NC(=O)CC2CCCC2)n(-c2nc3ccccc3[nH]2)n1	-0.6	6	-15	3	4	1	-4	0.94	-3
COc1ccc(CCNc2ncnc3c2c(C)c(C)n3CCCN(C)C)cc1OC	-1.2	-3	3	-6	-1	1	-1	1	-4
CCN(CC)C(=O)Cn1cc(C(=O)C(=O)N2CCc3ccccc32)c2ccccc21	6.5	-11	34	-4	-7	1.1	0	1.1	-12
Cc1ccc(NC(=O)c2noc3c2CC(C(C)(C)C)CC3)cc1 (stereo not drawn)	0.7	-3	14	-5	-5	1.1	-4	1	-7

Some entries already given, reduced to hIAP inh:
mol	hIAP inh
Cc1cccc(C)c1NC(=O)C(NC=O)c1ccccc1Cl (stereo not drawn)	-26
CSc1ncccc1C(=O)NCC(c1cccs1)N1CCOCC1 (stereo not drawn)	0
NS(=O)(=O)c1ccc(N/N=C/c2ccc(O)cc2O)c([N+](=O)[O-])c1	22

Other structures follow:
SMILES	MPTP inh	mIAP block	ATG4B inh	A3G deaminase	APOBEC3A inh	hIAP activ	beta cell repl	mIAP act	hIAP inh
O=C(N/N=C/c1ccncc1)c1nc2ccccc2c(=O)[nH]1	-0.8	-19	-6	-5	-3	2.7*	-2	1.2	-170
O=C1C=C(Nc2ccc(F)cc2)c2ccccc2C1=O	2.5	5	-13	-2	4	0.9	-7	0.95	10
FC(F)Sc1ccc(NC(=S)NC2CCCCC2)cc1	101*	-123	10	-2	5	1.1	-7	2.2*	-11
S=C1NC(c2ccccc2)N2C(=S)NC(c3ccccc3)N12 (stereo not drawn)	3.9	1	-4	39	-3	1	-2	0.99	0
O=C(COC(=O)COc1ccccc1)Nc1ncc([N+](=O)[O-])s1	-2.0	63*	-3	-3	1	1.3	1	0.37	-28
Cn1c(=O)c(=O)n(C)c2cc(N3CCCCC3)c(NS(=O)(=O)c3ccc([N+](=O)[O-])cc3)cc21	0.0	2	-4	-4	-4	0.92	7	0.98	8
O=C(Nc1cccc([N+](=O)[O-])c1)Nc1cnccn1	1.2	1	-2	-3	-4	1.1	5	0.99	-8
CCCN1C(=O)/C(=C2/C=Cc3ccccc3N2CC)SC1=S	8.0	34	-2	4	3	0.62	1	0.66	38*
CCOc1ccc(OCCC(=O)OCC(=O)Nc2ccc3c(c2)OCCO3)cc1	-1.5	1	-13	-8	7	0.92	-3	0.99	8
Cn1c(CNC(=O)c2ccco2)nnc1SCC(=O)c1ccccc1	-0.3	15	7	-9	-2	1.1	-1	0.85	-7
O=C(Nc1nnc(COc2ccc(F)cc2)s1)c1cccs1	0.0	-15	-5	2	-1	0.9	-3	1.1	10
COc1cc(C(=O)/C=C/Nc2ccc(NC(C)=O)cc2)cc(OC)c1OC	-1.1	4	-4	-7	0	0.9	0	0.95	10
COc1ccc(C(=O)NCC(c2cccnc2)N2CCN(c3ccccc3OC)CC2)cc1OC (stereo not drawn)	-0.3	3	-2	-5	-4	1	2	0.97	0
CCOc1ccc(NC(=O)c2ccc(-c3csc(C)n3)cc2)cc1	3.5	5	4	17	-2	0.95	1	0.95	5
Cc1ccc(CNS(=O)(=O)NCc2ccc(Cl)cc2)cc1	-0.1	-4	-4	-4	2	1	-1	1	-3
O=C1C(=O)N(CCN2CCOCC2)C(c2cccc(Cl)c2)/C1=C(\O)c1ccc2c(c1)OCCO2 (stereo not drawn)	1.4	5	-4	-7	-5	0.97	-6	0.95	3
CN(Cc1ccccc1)c1ccc(C(CC(N)=O)NC(=O)Cc2cccc3ccccc23)cc1[N+](=O)[O-] (stereo not drawn)	-0.8	14	-3	-2	0	0.82	-4	0.86	18
Cc1nn(-c2ccccc2)c2sc(C(=O)OCC(=O)N3CCCCC3)cc12	0.0	6	0	-1	2	1.2	0	0.94	-16
COc1cc(COC(=O)Oc2ccc(CNC(C)=O)cc2OC)c([N+](=O)[O-])cc1OC	-1.9	-12	-10	-9	-5	0.94	-2	1.1	6
COC(=O)Cc1c(C)[nH]n(-c2cc(Cl)cc(Cl)c2)c1=O	-1.2	10	3	-3	-5	0.87	-6	0.9	13
COc1ccc(Cl)cc1NC(=O)CN(C)C(=O)CCC(=O)c1cc(C)sc1C	-0.3	4	-5	-5	-5	1	0	0.96	-4
COc1cc(CC(=O)Nc2nc(-c3ccccc3)c(C(C)=O)s2)cc(OC)c1OC	0.1	8	-4	-12	0	0.79	-2	0.92	21
Cc1ccc(S(=O)(=O)CCN2CCN(c3ccccc3)CC2)cc1	0.8	-2	-5	-11	-7	0.94	2	1	6
CCN(CC)CC(=O)Nc1nn(-c2ccccc2)nc1C(N)=O	-1.3	-2	1	-1	1	0.85	-3	1	14
CCCC1(c2ccccc2)NC(=O)N(CC(=O)Nc2ccccc2C(F)(F)F)C1=O (stereo not drawn)	0.6	-4	-9	-6	-3	1.2	3	1	-23

An excerpt of these results, as labelled records.
Molecule: CCOc1ccc(OCCC(=O)OCC(=O)Nc2ccc3c(c2)OCCO3)cc1
  MPTP inh: -1.5 | mIAP block: 1 | ATG4B inh: -13 | A3G deaminase: -8 | APOBEC3A inh: 7 | hIAP activ: 0.92 | beta cell repl: -3 | mIAP act: 0.99 | hIAP inh: 8
Molecule: COc1ccc(Cl)cc1NC(=O)CN(C)C(=O)CCC(=O)c1cc(C)sc1C
  MPTP inh: -0.3 | mIAP block: 4 | ATG4B inh: -5 | A3G deaminase: -5 | APOBEC3A inh: -5 | hIAP activ: 1 | beta cell repl: 0 | mIAP act: 0.96 | hIAP inh: -4
Molecule: Cc1ccc(-n2nc3c(=O)n(CC(=O)NCCc4ccc(Cl)cc4)nc(C)c3c2C)cc1
  MPTP inh: -0.5 | mIAP block: -4 | ATG4B inh: 0 | A3G deaminase: 1 | APOBEC3A inh: 1 | hIAP activ: 0.93 | beta cell repl: -7 | mIAP act: 1 | hIAP inh: 7
Molecule: Cc1ccc(-c2nc(CS(=O)CC(=O)NCCN3CCCC3)c(C)o2)cc1 (stereo not drawn)
  MPTP inh: -0.2 | mIAP block: -4 | ATG4B inh: 16 | A3G deaminase: 1 | APOBEC3A inh: 1 | hIAP activ: 0.89 | beta cell repl: 6 | mIAP act: 1 | hIAP inh: 11

Rewritten bar-delimited: entries from further up
structure | MPTP inh | mIAP block | ATG4B inh | A3G deaminase | APOBEC3A inh | hIAP activ | beta cell repl | mIAP act | hIAP inh
Cc1nn(-c2ccccc2)c2sc(C(=O)OCC(=O)N3CCCCC3)cc12 | 0.0 | 6 | 0 | -1 | 2 | 1.2 | 0 | 0.94 | -16
COc1cc(COC(=O)Oc2ccc(CNC(C)=O)cc2OC)c([N+](=O)[O-])cc1OC | -1.9 | -12 | -10 | -9 | -5 | 0.94 | -2 | 1.1 | 6

(list continues)
SMILES	MPTP inh	mIAP block	ATG4B inh	A3G deaminase	APOBEC3A inh	hIAP activ	beta cell repl	mIAP act	hIAP inh
CCCCNC(=O)c1onc(CCl)c1C(=O)OC	1.3	-3	-10	-5	6	1.1	-5	1	-6
O=C(c1ccc2ccccc2c1)N1CCCC1	-0.5	-2	-1	10	0	0.73	3	1	26
O=C(c1ccco1)N1CCN(C(c2ccccc2Cl)c2nnnn2Cc2cccs2)CC1 (stereo not drawn)	-3.9	5	-6	-4	-2	0.83	0	0.95	17
CCCN(CC(=O)Nc1ccc(C(N)=O)cc1)CC(=O)Nc1cc(Cl)ccc1Cl	-1.1	-8	-8	-7	3	1.3	0	1.1	-32
Cn1c(SCc2cccc([N+](=O)[O-])c2)nc2ccccc2c1=O	11	8	-6	-1	-1	0.95	-8	0.92	5
Cc1cnc(CN(C)Cc2c(C(=O)N3CCCCCCC3)nc3ccc(Cl)cn23)[nH]1	-0.3	2	1	-10	-4	0.9	3	0.98	10
Cc1cccc(C)c1NC(=O)c1sccc1SCc1cccc(C(F)(F)F)c1	-0.2	11	26	-6	-3	0.94	-6	0.89	6
COc1cccc2sc(NC(=O)c3ccc(S(=O)(=O)N4CCOCC4)cc3)nc12	1.1	-1	-6	-4	1	1.1	3	1	-5
COc1ccc(S(=O)(=O)N(CC(=O)O)Cc2ccccc2)cc1OC	-0.6	-4	1	-6	-1	0.88	-2	1	12
CN(C(=O)COC(=O)Cn1c(C(F)(F)F)nc2ccccc21)c1c(N)n(Cc2ccccc2)c(=O)[nH]c1=O	-0.4	-1	-2	-5	-2	1.3	4	1	-30
CC1CCN(CCOc2ccc(Cl)c(Cl)c2)CC1	14	-4	2	-8	-4	0.99	-2	1	1
